Bioassay records as filed in PubChem.
APP 5'UTR act: activators of APP 5'UTR luciferase reporter, primary screen, SH-SY5Y cells. SH-SY5Y APP 5'UTR luciferase reporter, luminescence; zero percent = DMSO vehicle wells. activation, % at 2 µM. 190,000 compounds, 1% hits. AID 1276, 2008;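 active means activation above a set limit, based on mean plus 3 SD of controls, cut at about 140% in these data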; further: values of inactives mirror those of a sister screen read the other way
FLuc inh counter: firefly luciferase enzyme inhibitors, primary screen, artefact control for luciferase-based inhibitor screens, biochemical, luminescence, ATPLite. Luciferin 4-monooxygenase (Photinus pyralis), P08659. AID 1006, 2008. 200,000 compounds, 1.5% hits. inhibition, % at 10 µM. 10 min;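 active means inhibition above about 50% when tested at 10 µM, limit read from the data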
Target sequence (P08659 whole entry, looked up): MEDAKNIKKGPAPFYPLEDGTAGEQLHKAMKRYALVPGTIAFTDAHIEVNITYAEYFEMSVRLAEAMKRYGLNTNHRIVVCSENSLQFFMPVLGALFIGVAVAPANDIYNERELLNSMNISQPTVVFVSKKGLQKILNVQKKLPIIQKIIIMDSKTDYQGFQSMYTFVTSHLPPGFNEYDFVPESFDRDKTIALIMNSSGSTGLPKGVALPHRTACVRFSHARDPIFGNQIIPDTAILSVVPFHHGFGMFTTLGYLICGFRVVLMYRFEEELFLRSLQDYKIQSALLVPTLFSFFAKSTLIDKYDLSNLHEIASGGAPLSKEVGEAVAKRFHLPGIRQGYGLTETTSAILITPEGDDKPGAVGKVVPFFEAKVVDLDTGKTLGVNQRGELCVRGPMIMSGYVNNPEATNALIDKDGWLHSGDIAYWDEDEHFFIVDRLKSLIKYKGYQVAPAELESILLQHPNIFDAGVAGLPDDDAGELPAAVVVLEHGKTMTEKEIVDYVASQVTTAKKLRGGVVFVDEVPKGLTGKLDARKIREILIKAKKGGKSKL
Efa HMGR inh: inhibitors of E. faecalis class II HMGR, primary screen, biochemical, Enterococcus faecalis | HMG-CoA reductase (Enterococcus faecalis, mvaE) | purified E. faecalis HMGR, NADPH absorbance 340 nm kinetic | inhibition, % at 10 µM | 190,000 compounds, 0.41% hits | AID 1066, 2008;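 active means inhibition above a set limit, the median over all tested compounds plus 3 SD, cut at about 9.5% in these data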;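 further: enzyme runs in reverse so mevalonate oxidation gives rising NADPH absorbance; 0% = complete reaction with DMSO and 100% = background rate lacking mevalonate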
APP transl inh: inhibitors of APP translation via 5'UTR reporter, primary screen, APP 5'UTR luciferase, SH-SY5Y cells; SH-SY5Y APP 5'UTR-luciferase reporter, luminescence; inhibition, % at 2 µM; 190,000 compounds, 0.82% hits;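 active means inhibition above a set limit, derived from the sample mean plus 3 SD, cut at about 45% in these data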; further: values of inactives mirror those of a sister screen read the other way
STAT1 activator: STAT1 signaling activators, primary screen, cell-based, HTS, luciferase reporter | activation (% of control), % at 5.5 µM | 200,000 compounds, 2.6% hits | AID 932, 2007 | NIH 3T3 STAT1-luciferase reporter, IFN-gamma, luminescence; 100% = IFN-gamma alone, no compound;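 active means activation above the screen-wide mean activation plus 3 SD, cut at about 130% in these data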;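 further: raw ratio to IFN-gamma control signal so 100% means no change and 0% no light; values of inactives mirror those of a sister screen read the other way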
NF-kB neuron act: activators of NF-kB expression in neurons, primary screen, cell-based, HTS. fold change at 12.5 µM. human neuronal cells, NF-kB reporter expression; stronger effect = higher value. 190,000 compounds, 1.6% hits; in the data active means fold change above about 3.3
Redox H2O2 prof: compounds producing H2O2 with reducing agent – biochemical, NIH compound library profiling, artefact control for MLSCN library redox annotation, primary screen. DTT-dependent redox cycling H2O2, phenol red/HRP absorbance; 100% = 100 µM peroxide control, 0% = buffer. activation, % at 10 µM. 200,000 compounds, 0.03% hits;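 active means activation of at least 50% relative to the plate's high and low controls in the primary single-dose screen; inactive means activation below 50%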;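 further: compound incubated with DTT at 0.8 mM final as the reducing agent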
Hsp70 activator: Hsp70 transcriptional activators, primary screen, cell-based, HeLa, Hsp70 promoter luciferase, luminescence, 10 µM | HeLa Hsp70 promoter luciferase reporter; scaled: vehicle 0, proteasome-inhibitor control 100% | activation, % at 10 µM | 200,000 compounds, 0.04% hits | AID 1203, 2008;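 active means activation above the mean across all tested compounds plus 3 SD, cutoff set per campaign, cut at about 5.5% in these data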;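 further: 100% = MG132 at 30 µM as the positive control and 0% = DMSO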
G6PDH CS: L. mesenteroides G6PDH inhibitors, counter-screen for G6PDH-coupled screening assays, biochemical, Leuconostoc mesenteroides enzyme; Purified L. mesenteroides G6PDH, diaphorase/resazurin coupled fluorescence, 45 min; inhibition, % at 5 µM; 200,000 compounds, 0.12% hits; in the data active means inhibition above about 50%
FLuc act counter: FLuc activators, initial screening, artefact control for FLuc-dependent activation tests, biochemical, ATPlite luminescence | activation factor at 10 µM | ATPlite luciferase biochemical, 10 min; 0 = ATP-free wells, 1 = DMSO control | 200,000 tested, under 10 active | AID 1027, 2008;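 active means luciferase activation factor, scaled between plate controls, of at least 2 with compound at 10 µM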
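System: luciferase plus luciferin reagent, cell-free; medium: PBS as buffer for the ATP substrate; dosing: test compounds dosed from 2 mM stocks in 100% DMSO; timing: 10 min post-reagent at room temperature; measured by: luminescence measurement of luciferase light output; evaluation: luciferase activation, seen as luminescence increase over controls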
Starred values were filed as active, the others as inactive; . = not tested or not shown.

SMILES	APP 5'UTR act	FLuc inh counter	Efa HMGR inh	APP transl inh	STAT1 activator	NF-kB neuron act	Redox H2O2 prof	Hsp70 activator	G6PDH CS	FLuc act counter
CCOC(=O)C1(Cc2cccc(OC)c2)CCCN(C(=O)c2cc(C)[nH]n2)C1 (stereo unspecified)	34.4	-2.2	-7.0	-34.4	140.5*	2.55	-1.6	-0.3	9.4	1
O=C(CN1CC(=O)Oc2ccccc21)NCc1ccco1	29.1	-6.5	-1.7	-29.1	100.5	1.15	3.7	-0.2	28.9	1.1
CC1CCN(S(=O)(=O)c2ccc3nc(-c4ccccn4)cc(C(=O)NCCN(C)Cc4ccccc4)c3c2)CC1	-13.5	-3.8	-6.8	13.5	99.8	1.14	-0.6	-0.2	-2.4	1
CCO[C@@H]1OC(C(=O)N2CCOCC2)=C[C@H](c2ccccc2)[C@H]1CCCO	15.2	-0.9	-3.7	-15.2	105.6	1.28	0.5	0.0	15.5	1
CCOP(C)(=O)C1(C(=O)OCc2ccccc2)CC1 (stereo unspecified)	-0.3	-8.7	1.1	0.3	105.5	1.19	-2.4	-0.1	11.9	1.1
COC(=O)c1ccc(OCC(O)CN(CCO)CC(O)Cn2ccc3ccccc32)cc1 (stereo unspecified)	0.9	-3.0	-2.9	-0.9	98.5	1	-0.1	-0.5	5.5	1
N#Cc1cc(C(=O)c2ccccc2OCC(=O)Nc2ccccc2)cn(C2CCCCC2)c1=O	-5.8	-0.7	0.8	5.8	105.3	1.03	0.5	0.1	-17.5	1
COc1ccc(CN2C(=O)c3cccnc3C2Nc2ccc(OC)c(Cl)c2)cc1 (stereo unspecified)	2.1	-1.9	-0.3	-2.1	102.7	0.89	-0.2	-0.3	2.7	1
CNC(=O)c1nn(-c2ccccc2)ccc1=O	10.1	-8.3	-2.0	-10.1	103.0	1.13	2.1	0.1	9.1	1.1
CC(C)Cc1nnc(NS(=O)(=O)Cc2ccccc2)s1	5.6	0.8	.	-5.6	101.8	0.91	-0.1	-0.1	18.5	1
CCNC(=O)NC(=O)C(C)Sc1nc2cc(C(=O)OC)ccc2c(=O)n1-c1ccccc1 (stereo unspecified)	-7.9	-0.7	-1.4	7.9	94.4	0.38	1.6	-0.1	3.1	1
Cc1ccc(S(=O)(=O)N(CCO)c2cc3c(s2)CCCC3)cc1	-5.4	-7.0	-1.2	5.4	99.4	1.02	2.7	-0.3	-2.2	1.1
Cc1ccc(C)c(C(=O)Nc2cc(C)nn2-c2nc(C)cc(C)n2)c1	-9.6	-2.1	2.9	9.6	106.2	1.01	-2.1	1.3	2.5	1
Cc1nnc(N2CCc3ccccc3C2)[nH]c1=O	6.3	-7.7	-0.3	-6.3	102.6	1.19	-0.4	-0.3	3.3	1.1
CN(C)CCCN(C(=O)CCc1ccccc1)c1nc2ccc(F)cc2s1	1.0	-0.9	-4.3	-1.0	103.0	0.87	0.4	-0.4	-43.9	1

The list goes on; it opens with the 2 that closed the last part.
SMILES	APP 5'UTR act	FLuc inh counter	Efa HMGR inh	APP transl inh	STAT1 activator	NF-kB neuron act	Redox H2O2 prof	Hsp70 activator	G6PDH CS	FLuc act counter
Cc1nnc(N2CCc3ccccc3C2)[nH]c1=O	6.3	-7.7	-0.3	-6.3	102.6	1.19	-0.4	-0.3	3.3	1.1
CN(C)CCCN(C(=O)CCc1ccccc1)c1nc2ccc(F)cc2s1	1.0	-0.9	-4.3	-1.0	103.0	0.87	0.4	-0.4	-43.9	1
CN(C)CCCO/N=C(\c1ccccc1)c1ccncc1	-2.8	-0.7	-2.1	2.8	100.0	1.04	0.2	-0.2	18.2	1
CCCCN1C(=O)Nc2ccccc2S1=O (stereo unspecified)	-3.0	-4.7	-4.8	3.0	91.5	0.97	-0.2	-0.2	6.2	1
Cc1nnc(SCc2ccc([N+](=O)[O-])cc2)o1	22.1	-0.9	0.8	-22.1	100.0	1.14	-0.8	-0.2	-0.3	1
COc1ccc(C(=O)c2c[nH]c(C(=O)NCc3cccnc3)c2)cc1	8.7	-1.1	-6.5	-8.7	102.3	1.09	4.5	0.1	-6.8	1
Cc1ccc(N(Cc2ccc(C(=O)NCCSc3ccccn3)cc2)S(C)(=O)=O)cc1C	-7.0	-9.1	2.8	7.0	106.6	0.53	0.5	0.0	-15.6	1.1
COc1ccc(/C=C/c2ccncc2)cc1OC	26.2	4.3	-4.1	-26.3	88.3	1.07	0.8	0.5	9.8	1
COc1ccc(CCNC(=O)CCc2ccc(S(=O)(=O)NC(C)C)cc2)cc1OC	19.4	-4.6	1.4	-19.4	93.3	1.13	-0.9	0.0	1.5	1
CC(C)(C)c1cc(NC(=O)c2cccc([N+](=O)[O-])c2)no1	124.2	12.1	-0.1	-124.2	122.5	2.69	0.1	0.5	3.2	0.9
Cc1c(Cl)cccc1NC(=O)C1CCCCC1	-1.9	-3.2	-2.3	1.9	97.5	0.9	-0.1	-0.2	9.1	1
Cc1ccc(-c2c[n+](Cc3ccc(Cl)c(Cl)c3)c3n2CCC3)cc1	9.2	0.0	-5.3	-9.2	89.4	1	0.3	-0.3	-15.1	1
CC1(C)Cc2nc3nc(SCC(=O)NCc4ccccc4)n(-c4ccccc4)c(=O)c3cc2CO1	10.4	-11.9	0.3	-10.4	100.7	0.84	0.3	0.0	10.7	1.1
CCOC(=O)N1CCN(CC(O)COCc2ccccc2)CC1 (stereo unspecified)	7.2	-5.7	-0.3	-7.3	103.5	1.1	2.1	-0.1	-1.2	1.1
COc1ccc(/C=N/NC(=O)C(N)=O)c(OC)c1OC	-16.0	-1.1	1.5	16.0	98.2	1.17	-0.6	-0.5	1.0	1
CC(=O)c1ccc(NC(=S)N2C(C)CCCC2C)cc1 (stereo unspecified)	2.3	-2.0	-3.3	-2.3	100.3	1.32	6.9	-0.1	3.4	1
O=C(C1=C[C@H](c2ccc(C(F)(F)F)cc2)C[C@H](OCc2ccc(CO)cc2)O1)N1CCCCCCC1	2.2	-11.1	-3.5	-2.3	101.9	0.97	-0.6	0.6	13.1	1.1

Three entries from above, sorted by the value under STAT1 activator, highest first:
compound	STAT1 activator
CC(C)(C)c1cc(NC(=O)c2cccc([N+](=O)[O-])c2)no1	122.5
Cc1nnc(SCc2ccc([N+](=O)[O-])cc2)o1	100.0
Cc1c(Cl)cccc1NC(=O)C1CCCCC1	97.5

The list goes on.
SMILES	APP 5'UTR act	FLuc inh counter	Efa HMGR inh	APP transl inh	STAT1 activator	NF-kB neuron act	Redox H2O2 prof	Hsp70 activator	G6PDH CS	FLuc act counter
Cn1c(=O)oc2cc(S(=O)(=O)NCCC(=O)NCCc3ccccc3)ccc21	-11.0	-3.6	1.6	11.0	101.0	1.1	0.0	-0.2	-6.1	1
CC(C)(C)NC(=O)C(c1ccccn1)N(C(=O)C1CSC(=O)C1)c1ccc(F)cc1 (stereo unspecified)	-10.3	-8.1	-3.2	10.3	99.2	1.09	1.7	0.0	9.9	1.1
Cc1ccc(-c2ccc3nnc(SCC(=O)NCC4CCCO4)n3n2)cc1 (stereo unspecified)	6.8	-4.9	0.0	-6.8	104.1	1.16	-0.3	-0.3	1.2	1
O=C(c1cc(-c2cccs2)on1)N1CCc2ccccc2C1	3.4	-2.2	-2.0	-3.4	99.4	1.37	1.2	-0.3	-1.0	1
Cc1ccc(/C=N/NC(=S)NC(C)C)o1	-72.4	-4.6	-4.2	72.4*	104.7	1.25	0.6	0.1	-2.5	1
COc1ccccc1-c1nc2n(n1)C(c1ccc(Cl)cc1)C(C(N)=O)=C(C)N2 (stereo unspecified)	15.6	-3.1	2.8	-15.6	97.8	0.84	3.1	0.0	0.1	1
COc1ccc(Nc2cccccc2=O)cc1	12.7	4.0	-5.4	-12.7	114.5	1.51	2.8	0.4	3.8	1
CC(=O)c1c(N2CCN(Cc3ccc4c(c3)OCO4)CC2)nc(=S)n(-c2ccccc2)c1C	0.4	4.0	-6.4	-0.4	99.3	0.91	1.1	0.8	7.8	1
CCOC(=O)C1=C(C)Nc2ncnn2C1c1ccc2c(c1)OCO2 (stereo unspecified)	19.0	-4.0	-3.9	-19.0	93.9	0.76	0.1	0.0	-1.7	1
CCOC(=O)C1CCN(c2ncnc3c2c(-c2ccccc2)cn3-c2ccc(C)cc2)CC1	17.3	-1.9	-2.8	-17.3	105.2	0.76	-0.3	-0.2	14.2	1
Cn1c(N2CCCCC2)cc(=O)n(C)c1=O	23.1	-0.9	-1.1	-23.1	100.0	1.24	-4.0	-0.4	15.7	1
O=C(C1CC1)N1CCc2cc(Br)cc(S(=O)(=O)NCc3ccccn3)c21	15.9	-7.2	1.3	-15.9	107.1	1.11	-2.3	0.1	0.3	1.1
Cc1ccccc1CN(C)CC(=O)NC(C)CCc1ccccc1 (stereo unspecified)	-6.1	-4.1	.	6.1	94.8	1.12	-0.1	-0.3	2.2	1
Cc1nn(C(C)C(=O)Nc2ccc(Cl)cn2)c(C)c1[N+](=O)[O-] (stereo unspecified)	7.9	-7.0	-6.8	-7.9	102.6	1.1	-7.7	0.0	3.5	1.1
Cc1ccccc1N1C(=O)C2C3CC(=O)C(c4ccccc43)C2C1=O (stereo unspecified)	-15.2	-10.4	-2.1	15.2	96.4	1.21	-0.1	-0.3	20.5	1.1
NC(=O)COC(=O)c1ccc(C(=O)C(=O)c2ccccc2)cc1	-9.3	0.6	4.3	9.3	107.1	1.09	0.1	-0.1	12.8	1
NC(=O)COc1ccc2c3c(c(=O)oc2c1)CCCCC3	-7.6	1.4	2.6	7.6	99.0	0.96	1.6	-0.2	5.1	1
COc1ccccc1CNC(=O)[C@@H]1CCCN1C(=O)C1CCN(S(=O)(=O)c2ccc(C)cc2)CC1	-10.0	-3.0	1.2	10.0	96.9	0.75	-2.3	-0.1	19.0	1
Cc1cccc(N(CC(O)CON=C2c3ccccc3-c3ccccc32)S(C)(=O)=O)c1 (stereo unspecified)	4.0	-5.3	-5.7	-4.0	101.7	0.61	2.2	0.0	-3.0	1.1
CCN(CC)C(=O)c1ccc(COc2ccccc2Cl)cc1	16.8	2.9	0.4	-16.8	105.6	0.96	0.1	-0.1	11.1	1
CCOc1ccc(C(CC(=O)O)NC(=O)c2sc3ccccc3c2Cl)cc1 (stereo unspecified)	6.8	7.3	-1.2	-6.8	92.7	0.8	0.3	-0.3	6.6	0.9
CSc1nc2nc3c(c(=O)n2[nH]1)CCCC3	7.5	-2.2	-11.9	-7.5	103.7	1.19	2.2	-0.2	-0.2	1
COc1ccccc1C(=O)N/C(N)=N/c1nc2ccccc2o1	0.5	-4.8	1.3	-0.5	112.1	1.41	1.8	-0.3	4.0	1
Cn1nccc1C(=O)Nn1cnnc1	0.3	-3.4	-6.7	-0.3	90.3	1.18	-0.3	-0.4	2.1	1
